DYRK1A inh: rat Dyrk1A kinase inhibitors, primary screen, biochemical, single point, plate reader; Dual specificity tyrosine-phosphorylation-regulated kinase 1A (Rattus norvegicus), Q63470; ADP-Glo luminescence, NFATc1 peptide; inhibition, % at 12.5 µM; 310,000 tested, 0.43% active; in the data active = inhibition above about 50%;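 note: plate controls were vehicle with enzyme for no effect and no enzyme for full effect; many of its hits are not listed in these tables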
KCNQ1 act: potentiators or activators of KCNQ1 channel, primary screen, cell-based, thallium flux, high-throughput; AID 2648, 2010; 310,000 tested, 0.35% active; B-score at 10 µM; CHO-K1 KCNQ1, thallium flux FluxOR fluorescence; hits give high values;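 active = fluorescence ratio B-score, a plate-corrected score, at least three library SD, with initial intensity B-score within 5 SD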
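Assay system: CHO-K1 cells stably expressing KCNQ1. Medium: assay buffer for compound exposure, DMSO matched across wells. Timing: 37 °C overnight plating, 90-min dark dye load, 20-min compound pretreatment. Signal: kinetic FluxOR fluorescence, 10 s baseline plus 110 s post-stimulus.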
hERG rescue: hERG rescue from dofetilide block, primary screen, cell-based, CHO-hERG, FluxOR thallium flux, dofetilide IC70; Voltage-gated inwardly rectifying potassium channel KCNH2 (Homo sapiens), Q12809; dofetilide IC70 present; activation (rescue from dofetilide block), less the hit threshold, % at 10 µM; 310,000 tested, 0.51% active; AID 1511, 2009;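 active = activation above the mean of controls blocked by dofetilide plus 5 SD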;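 note: thallium influx through hERG after potassium depolarization seen as dye fluorescence rise; in these data hits start at about 4.7%; inactives centre near -7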
TRPC4 act: activators of mouse TRPC4 channel, primary screen, Fluo4 calcium, HEK293 TRPC4beta/mu-opioid cells; 310,000 tested, 0.49% active; B-score at 10 µM; Fluo4 calcium fluorescence; hits give high values; Short transient receptor potential channel 4 (Mus musculus), Q9QUQ5;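 active = B-score above 5 SD of library B-scores, and initial fluorescence ratio not above library mean plus 5 SD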;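 note: positive B-score marks a calcium rise read as TRPC4 activation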
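Assay system – TRPC4beta and mu-opioid receptor HEK293 stable cells · Measured by – Fluo4 fluorescence, kinetic · Schedule – dye loading 45 min room temperature, 110 s kinetic read · Read-out – B-scored integrated calcium fluorescence ratio · Controls – buffer and maximal DAMGO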
KCNK3 block: human KCNK3 channel inhibitors, primary screen, CHO cells, FluxOR thallium flux, B-score | Potassium channel subfamily K member 3 (Homo sapiens), O14649 | FluxOR fluorescence; hits give low values | B-score at 10 µM | 340,000 tested, 0.84% active | AID 602410, 2012;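 active = B-score under library mean minus 4 SD, starting fluorescence ratio at most library mean plus 5 SD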;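 note: more negative B-score means stronger inhibition of thallium flux through KCNK3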
TRPC4 potent: positive allosteric modulators of TRPC4, primary screen, cell-based, mouse TRPC4beta, HEK293 mu-opioid, Fluo-4 calcium. Short transient receptor potential channel 4 (Mus musculus), Q9QUQ5. DAMGO EC20, Fluo-4 Ca2+ flux; hits give high values. B-score at 10 µM. 310,000 tested, 0.42% active;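 active = B-score of calcium response area above 5 SD of library B-scores, with initial fluorescence ratio within 5 SD of library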;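 note: B-score of integrated fluorescence ratio over time as area under calcium response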
HDAC3 inhib: HDAC3 deacetylase inhibitors, primary screen, biochemical, fluorescence, cell-free homogeneous; Histone deacetylase 3 (Homo sapiens), O15379; recombinant HDAC3, fluorogenic peptide/trypsin coupled; inhibition, % at 8.3 µM; 320,000 tested, 0.15% active; in the data active = inhibition above about 26%, passing the limit was not always enough
KCNQ1 block: inhibitors of human KCNQ1 channel, primary screen, cell-based, thallium flux, high-throughput; 310,000 tested, 1.3% active; CHO-K1 KCNQ1, FluxOR thallium flux fluorescence; hits give high values; B-score at 10 µM; AID 2642, 2010;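 active = compounds whose thallium flux B-score, printed positive for inhibition, exceeds three library SD while starting fluorescence stays within three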;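 note: channel opened by potassium depolarization with thallium stimulus after 20 min compound exposure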
ANO1 block: TMEM16A chloride channel inhibitors, primary screen, cell-based, HTS. HEK293 TMEM16A/YFP iodide influx fluorescence, ionomycin. Anoctamin-1 (Mus musculus), Q8BHY3. normalized B-score (activity score, 25-100; higher = stronger inhibition) at 10 µM. 310,000 tested, 1.2% active;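 active = ratio plate-corrected score three or more library SD toward inhibition, starting fluorescence score within five deviations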;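 note: score derived from kinetic fluorescence span divided by baseline fluorescence per well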
TMEM16A act: TMEM16A chloride channel activators or potentiators, primary screen, cell-based, HTS; HEK293 TMEM16A/YFP-H148Q/I152L, iodide quench fluorescence; hits give low values; B-score at 10 µM; 340,000 tested, 0.3% active;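 active = fluorescence-ratio B-score plate-corrected deviation score at least 3 library SD below zero, with starting fluorescence score within 5 deviations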;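 note: channel opened by trigger with iodide after compound preincubation; score built on the fluorescence ratio of max minus min over baseline; more negative score means more quench and so TMEM16A activation or potentiation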
KCNK9 inh: KCNK9 potassium channel inhibitors, primary screen, HEK293 cells, thallium flux; 310,000 tested, 1.2% active; FluxOR thallium flux fluorescence; hits give low values; Potassium channel subfamily K member 9 (Homo sapiens), Q9NPC2; B-score at 10 µM; AID 488922, 2010;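 active = ratio B-score over 3 SD below the library mean, with starting fluorescence within 5 SD of its mean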;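 note: negative B-score means less thallium flux so channel inhibition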
Active calls of the source: *; i = inactive; x = no result given. The list is partial; rates above refer to the full screens.

mol	KCNK9 inh	ANO1 block	hERG rescue	KCNQ1 act	KCNQ1 block	DYRK1A inh	KCNK3 block	TRPC4 potent	TMEM16A act	TRPC4 act	HDAC3 inhib
CCN(C(=O)c1coc(=O)c(Br)c1)c1ccc2c(c1)OCO2	i	i	-20	i	i	2	i	i	i	i	-6
Cc1nc(Nc2ccc3c(c2)OCO3)c2oc3ccccc3c2n1	i	i	-14	i	i	7	i	i	i	i	-7
CCNC(=S)N(Cc1c(C)noc1C)c1ccccc1	i	i	-7	i	i	3	i	i	i	i	6
CC(=O)NC1CC2CCCC(C1)N2C(=O)Nc1ccc(Cl)c(C(F)(F)F)c1 (stereo not drawn)	i	i	-6	i	i	-4	i	i	i	i	0
O=C1CCC(C(=O)OC(C(=O)c2c[nH]c3ccccc23)c2ccccc2)=NN1 (stereo not drawn)	-8.7*	i	-2	i	i	7	i	i	i	i	1
COc1ccccc1N1CCN(S(=O)(=O)CCNC(=O)C2CC2)CC1	i	i	-4	i	i	1	i	i	i	i	-3
Cc1cccc(NC(=O)/C(C#N)=C\c2cc(C)n(-c3ccc(C(=O)O)cc3)c2C)c1	i	i	-6	i	i	0	i	i	i	i	6
Cc1ccc(N2C(=O)NC(C(F)(F)F)(C(F)(F)F)C3=C2CC(C)(C)CC3=O)cc1	i	i	-12	i	i	8	i	i	i	i	-1
COCCCn1c(SCC(=O)NCc2ccccc2)nc2ccccc2c1=O	i	i	-11	i	i	-10	i	i	i	i	1
c1ccc(CN2CCN(c3ncccn3)CC2)cc1	i	i	0	i	i	-1	i	i	i	i	3
Nn1c(COc2ccccc2F)nnc1SCC(=O)NC1CCCCC1	i	i	-9	i	i	-4	i	i	i	i	4
CCCc1cc(C(=O)NC2CCCCC2)no1	i	i	1	i	i	5	i	i	i	i	0
COc1ccccc1NC(=O)CSc1ccc(-c2ccccn2)nn1	i	i	-10	i	i	18	i	i	i	i	5
COc1ccc(C(C(=O)NC2CCCC2)N(C(=O)c2snc(-c3ccc(F)cc3)c2N)c2ccc(OC)cc2)cc1 (stereo not drawn)	i	i	-10	i	i	-3	i	i	i	i	-8
Cc1ccc(S(=O)(=O)NCCC(=O)NCC(c2ccco2)N2CCCCC2)cc1C (stereo not drawn)	i	i	-20	i	i	10	i	i	i	72*	-11
COc1cccc(C2C(C(=O)c3ccc(C)o3)=C(O)C(=O)N2CCN2CCOCC2)c1OC (stereo not drawn)	i	i	-12	i	i	-4	i	i	i	i	3
CC1=NN(c2ccc(C)cc2C)C(=O)C1C(c1ccccc1O)C1C(=O)N(c2ccc(C)cc2C)N=C1C (stereo not drawn)	i	i	-9	i	i	x	i	i	i	i	0
CCN1C(=O)c2ccc(C(=O)NCc3ccccc3)cc2C1=O	i	i	-11	i	i	-3	i	i	i	i	-2
COc1c(F)c(F)c(C(=O)O)c(Nc2cc(C)cc(C)c2)c1F	i	i	-7	i	i	-2	i	i	i	i	1
Cc1c(Cl)cccc1NC(=S)N(Cc1cccnc1)Cc1ccccc1Cl	i	i	-10	i	i	-3	i	i	i	i	8
Cc1ccc(Cl)cc1N1CCN(C(=O)COc2ccc(S(=O)(=O)NC(C)C)cc2)CC1	i	25*	-12	i	i	-2	i	i	i	i	3
CC1CCN(C(=O)CSc2nncn2C)CC1	i	i	1	i	i	-4	i	i	i	i	4
CCOCCCn1c(SC(C(=O)Nc2cc(C)ccc2C)c2ccccc2)nnc1-c1ccc(Cl)cc1 (stereo not drawn)	i	i	-6	i	i	-4	i	i	i	i	4
O=C(CCCN1C(=O)/C(=C/c2ccc3c(c2)OCO3)SC1=S)Nc1cccc(C(=O)O)c1	i	i	-11	i	i	12	i	i	i	i	6
O=C(Nc1ccccn1)c1ccc(CN(c2ccccc2)S(=O)(=O)c2ccccc2)cc1	i	i	-3	i	i	6	i	i	i	i	4
CC(=O)CC1(O)C(=O)N(Cc2ccccc2)c2ccccc21 (stereo not drawn)	i	i	-10	i	i	-1	i	i	i	i	1
O=C1CCC/C1=C/Nc1cccc(F)c1	i	i	-6	i	i	x	i	i	i	i	-6
CCOC(=O)C1=C(C(F)(F)F)Nc2ncnn2C1c1ccc(OC)c(OC)c1OC (stereo not drawn)	i	i	-10	i	i	-4	i	i	i	i	7
CC(=O)C(Cc1cnc(Cl)s1)(Cc1cnc(Cl)s1)C(C)=O	i	i	-5	i	i	-2	i	i	i	i	-9
O=C1/C(=C/c2ccc(F)cc2)SC(=S)N1CC(=O)N1CCCCC1c1cccnc1 (stereo not drawn)	i	i	-10	i	i	1	i	i	i	i	-1
c1ccc(Cc2nnc3sc(-c4ccccn4)nn23)cc1	i	i	-9	i	i	6	i	i	i	i	7
O=C(CN(CCc1ccccc1)S(=O)(=O)c1ccc(Br)cc1)N/N=C/c1ccccc1C(=O)O	i	i	-2	i	i	-2	i	i	i	i	2
COc1ccc(CCNC(=O)Cc2cccc(C(F)(F)F)c2)cc1OC	i	i	-4	i	i	4	i	i	i	i	1
CCS(=O)(=O)N1CCN(c2nc(-c3ccccc3)cs2)CC1	i	i	-12	i	i	0	i	i	i	i	7
O=C1C2C3C=CC(C3)C2C(=O)N1CCC(=O)N1CCc2ccccc21 (stereo not drawn)	i	i	-6	i	i	3	i	i	i	i	2
CCOCCCN1C(=O)CN(C2CCC(C)CC2)C(=O)C1c1ccc(C)cc1 (stereo not drawn)	i	i	-6	i	i	3	i	i	i	i	-3
CNC(=S)NNC(=O)c1cccc(C(F)(F)F)c1	i	i	-9	i	i	3	i	i	i	i	-3
CCOC(=O)c1sc2nc(C)nc(SCC(=O)N(CC)C3CCS(=O)(=O)C3)c2c1C (stereo not drawn)	i	i	-6	i	i	-5	i	i	i	i	2
CC(=O)c1oc2ccccc2c1NC(=O)CCCN1C(=O)c2ccccc2C1=O	i	i	-10	i	i	-4	i	i	i	i	1
CC(=O)c1cccc(S(=O)(=O)Nc2cccnc2)c1	i	i	-3	i	i	3	i	i	i	i	-10

Record cards, from the list above.
Results for COc1ccc(CCNC(=O)Cc2cccc(C(F)(F)F)c2)cc1OC → KCNK9 inh: i; ANO1 block: i; hERG rescue: -4; KCNQ1 act: i; KCNQ1 block: i; DYRK1A inh: 4; KCNK3 block: i; TRPC4 potent: i; TMEM16A act: i; TRPC4 act: i; HDAC3 inhib: 1
Results for CC(=O)c1oc2ccccc2c1NC(=O)CCCN1C(=O)c2ccccc2C1=O → KCNK9 inh: i; ANO1 block: i; hERG rescue: -10; KCNQ1 act: i; KCNQ1 block: i; DYRK1A inh: -4; KCNK3 block: i; TRPC4 potent: i; TMEM16A act: i; TRPC4 act: i; HDAC3 inhib: 1
Results for O=C(CN(CCc1ccccc1)S(=O)(=O)c1ccc(Br)cc1)N/N=C/c1ccccc1C(=O)O → KCNK9 inh: i; ANO1 block: i; hERG rescue: -2; KCNQ1 act: i; KCNQ1 block: i; DYRK1A inh: -2; KCNK3 block: i; TRPC4 potent: i; TMEM16A act: i; TRPC4 act: i; HDAC3 inhib: 2

Additional compounds follow:
mol	KCNK9 inh	ANO1 block	hERG rescue	KCNQ1 act	KCNQ1 block	DYRK1A inh	KCNK3 block	TRPC4 potent	TMEM16A act	TRPC4 act	HDAC3 inhib
CCOC(=O)Cc1csc(NS(=O)(=O)Cc2ccccc2)n1	i	i	-5	i	i	0	i	i	i	i	x
CC(C)c1cc(NC(=O)C(C)(C)C)cc(C(C)C)c1O	i	i	-7	i	i	4	i	i	i	i	0
CN1C(=O)CCC1(O)c1ccccc1 (stereo not drawn)	i	i	-10	i	i	-1	i	i	i	i	-2
Cc1cccc(C(=O)OCC(=O)NCCCc2ccccc2)c1O	i	i	-3	i	i	-1	i	i	i	i	-5
COc1ccc(OC)c(-n2nnnc2SCC(=O)Nc2ccc3c(c2)OCCO3)c1	i	i	-4	i	i	-6	i	i	i	i	2
COc1ccc(CCNC(=O)COC(=O)/C=C/c2ccc(OCC#N)c(OC)c2)cc1OC	i	i	-8	i	i	-7	i	i	i	i	3
COc1ccc(/C=N/N2C(=O)CSC2=S)cc1	i	i	-8	i	i	0	i	i	i	i	2
CSc1ncccc1C(=O)OCC(=O)c1ccccc1Br	i	i	-6	i	i	x	i	i	-23*	i	3
Cc1ccc(C2CC(=O)C=C(NCC(C)C)C2)cc1 (stereo not drawn)	i	i	-8	i	i	-2	i	i	i	i	2
CCC(Oc1ccc(C)cc1)C(=O)Nc1ccc2c(c1)n(C)c(=O)n2C (stereo not drawn)	i	i	-12	i	i	1	i	i	i	i	-4
CC1Cc2ccccc2N1C(=O)CSc1nc2c(c(=O)n(C)c(=O)n2C)n1Cc1ccc(F)cc1 (stereo not drawn)	i	i	1	i	i	-1	i	49*	i	i	0
CC(=O)CC(=O)Nc1ccc(Nc2ccccc2)cc1	i	i	-11	i	i	-6	i	i	i	i	12
COC(=O)c1ccccc1SCc1csc(C)n1	i	i	-4	i	i	-4	i	i	i	i	0
O=C(CSc1ccc(C(F)(F)F)cc1[N+](=O)[O-])Nc1ccc2ccccc2c1	i	i	-6	i	i	1	i	i	i	i	-3
CCOC(=O)C1=C(C)C(c2ccc(OC)cc2OC)NC(=O)N1 (stereo not drawn)	i	i	-5	i	i	-6	i	i	i	i	-4
O=C(Nc1sc2c(c1C(=O)O)CCCCC2)c1ccco1	i	i	-8	i	i	6	i	i	i	i	1
COc1cc(/C=N/NC(N)=S)ccc1OC(=O)c1ccc(C)cc1	i	i	-10	i	i	3	i	i	i	i	4
